Assay outcomes as filed in PubChem BioAssay.
PAX8 inh HTS: inhibitors of PAX8-driven TPO luciferase reporter, primary screen, RMG-I cells, single concentration; hit rate 1.2% among 360,000; SteadyGlo, 24 h; inhibition, % at 12.6 µM; AID 652154, 2013;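 active = mean replicate inhibition at least 60% with every replicate also reaching 60%; inconclusive = only one of the two criteria is met; inactive = mean below 60% and not all replicates reaching 60%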;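 note: luciferase light reporting Pax8 driven TPO promoter activity; plate controls were median of neutral control wells for no effect and mitoxantrone controls for full effect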
F508del corr: F508del CFTR correction, initial screen, CFBE line, single point | activity (quench increase), % at 7.58 µM | AID 720511, 2013 | hit rate 0.36% among 350,000 | CFBE cells, YFP halide quenching; stimulated with forskolin plus potentiator P3; % fluorescence drop versus neutral controls;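 active = mean added fluorescence quench of at least 8% versus neutral control, with both replicates also reaching 8%; inconclusive = only one of the mean or replicate conditions met; inactive = mean below 8% and not both replicates reaching 8%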;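 note: cells transiently co-express mutant CFTR-F508del with the halide-sensitive YFP; corrector assay measuring rescue of mutant channel to the surface after 24 h compound exposure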
miR-122 sensor: miR-122 Renilla sensor signal increase in Huh7, primary screen, miR-122 inhibitor project, cell-based, single point, plate reader | Huh7 miR-122 Renilla luciferase sensor, 48 h; neutral wells = 0, positive control = 100 | AID 602342, 2012 | hit rate 0.3% among 340,000 | activation (reporter increase), % at 12.5 µM;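 active = mean replicate activation score at least 90 and every replicate individually at or above 90; inconclusive = only one of the two criteria met; inactive = neither criterion met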;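 note: higher luciferase means less miR-122 activity so hits act as miR-122 inhibitors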
DENV2 CPE: inhibitors of DENV2 cytopathic effect, primary screen, cell-based, plate reader, single concentration. hit rate 1.7% among 350,000. CPE inhibition, % at 9.99 µM. DENV2-infected cells, cytopathic effect rescue; in the data active = CPE inhibition above about 20%, passing the limit was not always enough; inconclusive = no clear call, values can overlap the other calls; tested in BHK-21 cells;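 note: 0% = median of neutral control wells and 100% = median of positive control wells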
FN deposition inh: inhibitors of fibronectin matrix deposition, primary screen, AH1F cells, Alexa488-fibronectin fluorescence, plate reader; AH1F fibroblasts, overnight; inhibition, % at 12.6 µM; hit rate 0.086% among 350,000;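 active = mean inhibition across replicates of 30% or more, regardless of how many single replicates reach that level; inconclusive = mean under 30% yet at least half of replicates reach 30%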;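 note: positive control wells lacked labelled fibronectin entirely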
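Measured by – fluorescence 485/525 nm · System – AH1F fibroblast monolayer, labelled fibronectin deposition · Amount – 10000 cells per well · Buffer or medium – serum-reduced DMEM (2% serum) · Doses – single dose, pinned · Also added – fluorescent fibronectin at 24 nM final · Schedule – 1 h cell attachment, overnight exposure to compound and label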
EWS-Fli inh: EWS/Fli-driven NR0B1 reporter inhibitors, primary screen, A673 cells, NR0B1 luciferase, luminescence, MLPCN library; viability-normalised; inhibition, % at 12.6 µM; hit rate 0.67% among 350,000; AID 651661, 2012;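 active = mean inhibition of at least 50% after viability correction, with every replicate also passing that limit; inconclusive = mean reaches 50% but only one of two replicates passes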;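 note: firefly luciferase signal divided by Alamar Blue viability fluorescence both relative to DMSO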
GSIS activator: GLuc luminescence reporter in INS-1E cells, primary screen for activators of glucose-dependent secretion of insulin | INS-1E GLuc reporter insulin secretion, 2-3 h | activation, % at 16.6 µM | hit rate 0.61% among 370,000;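 active = lowest replicate activation of at least 40%, so every replicate reaches that level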;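 note: 0% = median of neutral control wells and 100% = median of IBMX positive control wells; some compounds called inactive have numbers as strong as hits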
An asterisk follows results filed as active; ? = inconclusive; . = no result given; & = joins results of further samples; [ ] = another dose, or the depositor's remark.

SMILES | PAX8 inh HTS | F508del corr | miR-122 sensor | DENV2 CPE | FN deposition inh | EWS-Fli inh | GSIS activator
COC(=O)C1=C(C)N(Cc2ccccc2)C(=O)N[C@H]1c1ccc(Br)cc1 | 38.9 | -2.7 | -2.9 | -7.3 | 15.9 | 10.9 | -5.5
O=C1C=C(c2ccc(F)nc2)CCC1 | 5.2 | 0.1 | -3.9 | . | -1.5 | -13.6 | -4.7
CN(CCO)CC(O)CN(c1ccccc1)c1ccccc1 (stereo not given) | 5.8 | 2.7 | . | -6.2 | 6.3 | -5.2 | 34.5
COc1ccccc1C(=O)NC(=S)Nc1ccccc1N1CCCC1 | -6.0 | 2.4 | 12.1 | -1.4 | -5.8 | -20.1 | 15.5
O=C(O)CCNC(=O)C12CC3CC(CC(C3)C1)C2 | 5.9 | -0.2 | . | -2.2 | . | 5.6 | 9.3
Clc1cccc(C2=NOC(c3nnc(-c4ccccc4)o3)C2)c1 (stereo not given) | 8.8 | -0.5 | 2.2 | 34.6* | 2.6 | -6.2 | -2.6
C[C@@H]1CN([C@H](C)CO)C(=O)c2cc(NC(=O)Nc3cccc4ccccc34)ccc2O[C@@H](C)CCCCO[C@H]1CN(C)Cc1ccc(C(F)(F)F)cc1 | 9.5 | 1.5 | 0.6[16.7 µM] | -20.2 | -0.8 | 1.7 | -0.5
COc1ccc(CN(Cc2ccc(C(=O)O)cc2)C(=S)Nc2cccc(C)c2)cc1OC | -11.5 | 0.9 | 2.2 | 0.1 | -2.1 | -5.9 | 14.1
C[C@H](CO)N1C[C@H](C)[C@H](CN(C)C(=O)Nc2ccccc2F)Oc2cc(-c3ccccc3)ccc2S1(=O)=O | . | 4.4 | 2.3[16.7 µM] | 17.9 | 6.6 | 0.5 | -14.2
Cc1ccccc1OCCC(=O)Nc1ccc(S(=O)(=O)N(C)C2CCN(C)CC2)cc1 | 12.2 | 0.0 | -2.2 | -4.5 | 4.6 | 3.1 | 4.4
Cc1ccc(N2CN(CCc3ccccc3)CNC2=S)cc1 | 17.1 | -1.0 | -5.3 | -9.2 | 2.3 | 8.8 | 9.8
Cc1ccc(OC(=O)c2sc(Cl)nc2C)cc1C | -32.4 | . | . | -0.2 | -4.2 | 1.2 | -12.6
C=CCN(CC(=O)Nc1cccnc1)S(=O)(=O)c1ccc(Cl)cc1 | 2.2 | 0.0 | -4.1 | 4.0 | 8.3 | -8.9 | .
Cc1ccc(N2C(=O)C(Cl)=C(N3CCCCCC3)C2=O)c(C)c1 | 37.1 | -2.1 | . | 2.2 | -1.1 | -6.9 | -9.7
Cn1ccnc1-c1nnn(-c2ccc(F)cc2)n1 | -132.0 | -3.4 | . | -0.1 | -27.2 | -74.0 | 4.9
CC(=O)c1ccc(OC(=O)Oc2ccc(C(C)=O)cc2)cc1 | -12.0 | 1.8 | . | -2.6 | 1.1 | -0.7 | 2.3
Cc1ccc(S(=O)(=O)Nc2ccc3c(c2)C(=O)N([C@H](C)CO)C[C@H](C)[C@H](CN(C)C(=O)CCC(F)(F)F)OCCCC[C@H](C)O3)cc1 | -1.1 | 0.3 | -0.5[16.7 µM] | -2.1 | -5.1 | 1.4 | -14.3
O=C1CCCc2c1cc(C(=O)NCCCN1CCOCC1)c(=O)n2-c1ccc(Cl)cc1 | -10.3 | -2.1 | -1.5 | 2.4 | 7.8 | 0.6 | -2.8
O=C(c1ccccc1)N1CCC(O)(c2cccnc2)CC1 | -0.8 | . | 0.4 | . | 6.1 | . | .
CCOCCCNC(=O)CN1C(=O)NC(Cc2c[nH]c3ccccc23)C1=O (stereo not given) | -9.2 | 3.2 | . | 7.5 | 2.5 | 4.7 | 2.1
CCCC(=O)Nc1ccc2c(c1)OC[C@H](C)N(Cc1ccc(-c3ccccn3)cc1)C[C@H](C)[C@@H](OC)CN(C)C2=O | . | 2.7 | . | 1.7 | -8.8 | -1.0 | -28.2
COC(=O)C1=C(O)/C(=C\c2sccc2C)N=C1C | 38.9 | -4.0 | -4.4 | -15.8 | 4.9 | -13.2 | -0.6
Cc1ccc(OCC(=O)Nc2ccc(C(=O)Nc3ccccc3C(=O)O)cc2)cc1C | -16.2 | 1.8 | -13.7 | -3.6 | -1.3 | 1.9 | 6.3
CCC1=NN2C(=N)/C(=C\c3cccn3-c3ccc(OC)cc3)C(=O)N=C2S1 | -0.1 | 1.5 | -0.3 | ? | 3.4 | 1.1 | -2.3
Cc1ccc(S(=O)(=O)N2CCN(CC(=O)Nc3ccc(N4CCOCC4)cc3)CC2)cc1C | 73.9* | 0.4 | 0.8 | . | 6.3 | -97.7 | -11.0

For convenience, part of the list above:
SMILES | PAX8 inh HTS | F508del corr | miR-122 sensor | DENV2 CPE | FN deposition inh | EWS-Fli inh | GSIS activator
CCC1=NN2C(=N)/C(=C\c3cccn3-c3ccc(OC)cc3)C(=O)N=C2S1 | -0.1 | 1.5 | -0.3 | ? | 3.4 | 1.1 | -2.3
Cc1ccc(S(=O)(=O)N2CCN(CC(=O)Nc3ccc(N4CCOCC4)cc3)CC2)cc1C | 73.9* | 0.4 | 0.8 | . | 6.3 | -97.7 | -11.0

Going on with the list.
SMILES | PAX8 inh HTS | F508del corr | miR-122 sensor | DENV2 CPE | FN deposition inh | EWS-Fli inh | GSIS activator
C[C@H](CO)N1C[C@H](C)[C@@H](CN(C)S(=O)(=O)c2cccs2)Oc2c(NC(=O)c3ccncc3)cccc2C1=O | -8.5 | 2.2&3.2 | 2.8[16.7 µM] | 1.0&-5.8 | -14.8 | 2.4&-3.0 | -2.2&-1.2
O=C(Nc1ccc(F)cc1)N1CCCCN2[C@H](CO)[C@@H](c3ccc(-c4cccc(F)c4)cc3)[C@@H]2C1 | -6.8 | 1.4 | -4.6[16.7 µM] | -23.9 | . | -0.6 | -14.6
CN(Cc1ccccc1)C(=O)COC(=O)c1ccccc1NS(=O)(=O)c1cccc(N)c1 | 44.9 | -2.3 | . | -7.0 | 1.1 | -14.2 | -5.2
CCCNC(=O)N1C[C@@H](C)[C@H](OC)CN(C)C(=O)c2cc(NC(=O)CCC)ccc2OC[C@@H]1C | 3.9 | -2.6 | . | -1.4 | -33.6 | 0.1 | -10.1
CN(C)CCCN(C(=O)c1cccs1)c1nc(-c2ccccc2)cs1 | -16.5 | . | -1.4 | . | 4.0 | . | .
Cc1ccc(CNC(=O)CSc2nnc3c(n2)[nH]c2ccccc23)cc1 | -3.4 | -2.8 | . | 0.3 | -1.6 | 8.1 | 16.3
Cn1c(SCC(=O)N(Cc2ccccc2)C(C)(C)C)nc2ccccc21 | . | 0.6 | -6.5 | -1.0 | . | 22.2 | 4.0
Cc1cccc(N2CCN(Cc3nc(C4CC4)no3)CC2)n1 | 10.2 | -0.6 | 18.2 | -3.3 | -4.4 | -4.1 | -10.3
Cc1ccccc1NC(c1cccc(Cl)c1)c1nnnn1C1CCCCC1 (stereo not given) | 35.7 | -1.5 | 8.5 | 15.7 | 13.0 | 1.1 | -0.5
O=[N+]([O-])c1ccc(N=Cc2ccc(Br)c([N+](=O)[O-])c2)cc1 | -3.9 | . | . | ? | 7.3 | 18.9 | -1.2
O=c1c2sccc2nc(SCc2cc(=O)n3cc(Cl)ccc3n2)n1Cc1ccccn1 | -21.1 | 3.5 | . | 9.9 | 3.1 | -71.7 | -2.5
CCc1nc2sc3ccccc3c(=O)c2c(=O)n1Cc1ccc(OC)cc1 | -14.8 | -0.4 | -6.3 | -8.0 | 1.9 | -5.7 | -35.5
O=C(C[C@H]1C=C[C@H](NC(=O)Nc2ccccc2F)[C@@H](CO)O1)NCc1ccc(Cl)cc1 | -8.1 | 3.4 | . | 2.7 | . | -2.6 | -5.6
O=C(O)c1cc(N2N=C(C(F)(F)F)/C(=C/C=C/c3ccco3)C2=O)ccc1Cl | 9.5 | 0.4 | . | . | -0.4 | -0.3 | -14.9
CC(=O)Nc1nonc1NC(=O)CSc1ccccn1 | -2.5 | . | 6.7 | . | -2.1 | . | .
O=C(OCC#CCSc1nnc(-c2ccccc2)o1)c1cccs1 | . | . | -6.1 | . | 0.6 | . | 9.0
COc1ccc(N(CC(=O)NCCC2=CCCCC2)S(=O)(=O)c2ccccc2F)cc1 | 7.6 | 1.2 | 13.1 | -0.1 | -16.5 | -1.8 | -33.7
C/C=C/c1ccc2c(c1)O[C@H](CN(C)C(=O)CN(C)C)[C@@H](C)CN([C@@H](C)CO)S2(=O)=O | . | -1.1 | 1.1[16.7 µM] | -0.9 | -3.9 | -5.1 | -7.8
C[C@H]1CN([C@@H](C)CO)C(=O)Cc2cc(NC(=O)NC3CCCCC3)ccc2O[C@H]1CN(C)Cc1ccc2c(c1)OCO2 | -6.1 | -0.1 | -6.3[16.7 µM] | -4.1 | . | . | .
COc1ccc(-c2ccc3n(c2=O)C[C@@H]2[C@@H](CO)[C@H](C(=O)N(C)C)[C@H]3N2C(=O)c2cnccn2)cc1 | -2.3 | . | . | . | . | -1.4 | 3.3
CCCCC[C@H]1CN(CCCC)C(=O)[C@@H]1CC(=O)NCc1ccc(OC)cc1 | 7.7 | 3.2 | -3.9 | ? | -3.2 | 3.1 | -35.4
COc1cc(OC)c(S(=O)(=O)Nc2ccc(C(=O)N3CCCC3)cc2)cc1NC(C)=O | 10.6 | -0.1 | 2.0 | -2.5 | -3.8 | 19.1 | 7.3
CCOc1ccccc1/C=C/c1onc(C)c1S(=O)(=O)N1CCC(C(=O)NC)CC1 | -2.2 | 1.2 | -10.3 | ? | -7.5 | 3.9 | -23.3
COC(=O)CCCC1=CC2=CC(=O)C(C)(OC(=O)c3cccs3)C(=O)C2=CN1C1CCCC1 (stereo not given) | -5.7 | -0.2 | -1.1 | -4.3 | -2.0 | -15.1 | 15.1
O=C(C[C@H]1CC[C@H](NC(=O)c2cccc(F)c2)[C@H](CO)O1)NCc1ccccc1 | -7.4 | -3.9 | . | -1.7 | 0.0 | -3.5 | -4.3
O=C(C[C@@H]1CC[C@H]2[C@@H](COC[C@@H](O)CN2S(=O)(=O)c2cccc(Cl)c2)O1)Nc1ccc(-c2ccccc2)cc1 | 20.8 | -0.8 | -9.4[16.7 µM] | 9.1 | -3.0 | -0.7 | 10.7
CC(=O)Nc1ccc(NC(=O)[C@@H](NC(=O)N2C[C@H]3C[C@@H](C2)c2cccc(=O)n2C3)C(C)C)cc1 | . | -3.9 | -5.5 | 2.8 | . | -4.1 | -1.6
CC12CCC(=O)C=C1CCC1C2C(O)CC2(C)C1CCC21OCC1=O (stereo not given) | -0.6 | 3.4 | . | ? | 5.8 | 41.8 | .
Fc1ccccc1CSc1ncnc2sc3c(c12)CCCC3 | 15.3 | . | . | -5.9 | 0.5 | 19.8 | 4.0

Structures listed so far that contain a COOH group, in the order listed:
SMILES | PAX8 inh HTS | F508del corr | miR-122 sensor | DENV2 CPE | FN deposition inh | EWS-Fli inh | GSIS activator
O=C(O)CCNC(=O)C12CC3CC(CC(C3)C1)C2 | 5.9 | -0.2 | . | -2.2 | . | 5.6 | 9.3
COc1ccc(CN(Cc2ccc(C(=O)O)cc2)C(=S)Nc2cccc(C)c2)cc1OC | -11.5 | 0.9 | 2.2 | 0.1 | -2.1 | -5.9 | 14.1
Cc1ccc(OCC(=O)Nc2ccc(C(=O)Nc3ccccc3C(=O)O)cc2)cc1C | -16.2 | 1.8 | -13.7 | -3.6 | -1.3 | 1.9 | 6.3
O=C(O)c1cc(N2N=C(C(F)(F)F)/C(=C/C=C/c3ccco3)C2=O)ccc1Cl | 9.5 | 0.4 | . | . | -0.4 | -0.3 | -14.9

Random draw from the library; overall some 3.9% were active at least once.
